Compound activity (PubChem BioAssay)
GalR3 antagonist: GalR3 antagonists in HEK293 cells, primary screen, cell-based, fluorescence readout. Galanin receptor type 3 (Homo sapiens), O60755. HEK293 GalR3-CNG cAMP membrane potential fluorescence; galR3 body fused to GalR1 C-terminus. inhibition, % at 3 µM. 360,000 compounds, 0.44% hits. AID 651719, 2012;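 active = inhibition above the screen-wide average plus 3 SD, cut at about 13% in these data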;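 also: forskolin and galanin both at EC90 stimulate the cells; cAMP rise reported by CNG channel membrane potential dye signal; 0% = forskolin plus galanin with DMSO and 100% = forskolin alone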
Target sequence (O60755 1-299 limits assumed): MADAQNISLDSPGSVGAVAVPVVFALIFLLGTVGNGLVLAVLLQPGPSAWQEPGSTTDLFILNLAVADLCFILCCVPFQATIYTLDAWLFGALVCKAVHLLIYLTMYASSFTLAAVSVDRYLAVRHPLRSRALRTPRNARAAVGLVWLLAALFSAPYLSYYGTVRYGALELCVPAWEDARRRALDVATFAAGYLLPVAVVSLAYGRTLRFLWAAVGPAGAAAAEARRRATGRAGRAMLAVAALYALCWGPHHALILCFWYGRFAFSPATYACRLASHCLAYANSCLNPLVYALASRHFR
* marks the source's active call; other numbers are inactive results. The list is partial (hit frequency here may not be typical).

SMILES | GalR3 antagonist
CCCCN1CC(COCc2ccccc2)Oc2cccc(N3CCCC3)c2S1(=O)=O (stereo not drawn) | -7
O=C(Nc1cccc(C(F)(F)F)c1)Nc1ccc2nc([C@@H]3O[C@H](CO)[C@@H](O)[C@H](O)[C@H]3O)[nH]c2c1 | 2
CCCCCCCCN1C(=O)[C@@H](CC(=O)NCC2CCCCC2)C[C@@]2(C(=O)OC)C1=C[C@H](C(C)(C)C)O[C@@H]2C | -6
Cc1ccc2nc(-c3cccc(Cl)c3)c(Cc3ccsc3)n2c1 | 0
CCN(C(=O)CSc1n[nH]c(-c2ccc(OC)cc2)n1)c1c(N)n(Cc2ccccc2)c(=O)[nH]c1=O | -3
Cn1c(=O)c2[nH]c(COc3ccccc3)nc2n(C)c1=O | 2
CCCCC[C@@H](C)N1C[C@@H](COCc2ccccc2)Oc2cc(N3CC[C@H](O)C3)ccc2S1(=O)=O | -2
COc1ccc(C(C)=O)cc1Cn1c(C)c(C(=O)NCc2cccc(Cl)c2)sc1=O | 2
COC(=O)C1=C(C)N(Cc2ccccc2C(F)(F)F)C(=NCc2ccc(OC)cc2)NC1c1cccc(Cl)c1 (stereo not drawn) | -7
NC(c1ccccc1)c1csc(NC(=O)NCC2CCCCC2)n1 (stereo not drawn) | -5
Nc1nc(N)c2cc(S(=O)(=O)c3cccc(C(F)(F)F)c3)ccc2n1 | -7
COc1ccc(NC(=O)C[C@H]2C(=O)N(Cc3ccccc3)C[C@@H]2CSC)cc1 | -7
O=C(/C=C/c1ccccc1)Nc1cccc(C(=O)N2CCCCC2)c1 | -4
CCCCc1c(-c2ccccc2OC)ncn1Cc1ccc(Br)cc1 | -7
Cc1ccc(Cc2c(-c3ccc(C)cc3)nc3cc(C)ccn23)cc1 | -9
CCCCn1nnnc1C1(C)CCC(=O)N1CCOc1ccccc1 (stereo not drawn) | -8
Cc1cc(C)c2nc3sc(=Cc4ccc(-c5ccccc5C(=O)O)o4)c(=O)n3c2c1 | -7
CCN(C(=O)CN1C(=O)S/C(=C\c2ccccc2Cl)C1=O)C1CCS(=O)(=O)C1 (stereo not drawn) | 1
COc1cc(/C=C/CNC[C@H]2O[C@@H](n3cnc(C(N)=O)n3)[C@H](O)[C@@H]2O)ccc1O | -6
COc1ccc(C(C)=O)cc1CC1(C)C(=O)Nc2ccc(-c3cccc(C(F)(F)F)c3)cc21 (stereo not drawn) | -2
CC(C)N(C)c1ncnc2c1ncn2[C@H]1CN(CCN2CCOCC2)C[C@@H](CO)O1 | -4
Cn1c(N)c(C(=O)COC(=O)Cc2ccc(Cl)cc2)c(=O)n(C)c1=O | -2
Cc1c(Cl)ccc2c(C(O)CBr)cc(-c3ccccc3)nc12 (stereo not drawn) | -3
CC1(C(=O)NS(=O)(=O)c2ccc(Cl)cc2)CCN1C(=O)C1CCCCC1 (stereo not drawn) | -4
CCc1nc2c(OCc3ccc4c(c3)OCO4)cccn2c1N(C=O)Cc1ccccc1 | -3
CCCCCN(C(=O)CCC(=O)OCC(=O)NCCc1ccccc1)c1c(N)n(CCCC)c(=O)[nH]c1=O | -8
CC(C)OC(=O)[C@@H](Cc1ccccc1)N[C@H](/C=C/c1ccccc1)[C@@H](O)Cc1ccccc1 | 2
CCCCN(CCCC)Cc1cc(=O)oc2ccc3ccccc3c12 | -4
CS(=O)(=O)N1CCCCC1c1cc(C(=O)Nc2cccc(C#N)c2)no1 (stereo not drawn) | -6
O=C(CCN1CCC2CCC(C2)C1)c1ccccc1 (stereo not drawn) | -5
CC(=O)Nc1cc(-c2cccc(C(=O)NCCN(C)C)c2)cn2c(-c3ccccc3)cnc12 | -6
CN(Cc1ccccc1)C(=O)c1csc([C@@H]2O[C@H](CO)[C@@H](O)[C@H]2O)n1 | -3
O=C(O)c1ccccc1C=NN=C1c2ccccc2-c2ccccc21 | 0
CCN(CC)C(=O)[C@H]1CC(CC(=O)NCCC2=CCCCC2)C(=O)N2CCc3c([nH]c4ccc(OC)cc34)[C@]12C (stereo partly drawn) | -7
CC1CCCCN1C(=S)Nc1ccc(S(=O)(=O)N2CCCCC2)cc1 (stereo not drawn) | -6
O=C(Nc1cccc(Cl)c1)Nc1nnc([C@@H]2C[C@H](O)[C@@H](CO)O2)s1 | -7
Cc1ccc(S(=O)(=O)Nc2ccccc2[N+](=O)[O-])cc1 | -6
CCOc1ccc(OCC(=O)OCC(=O)Nc2ccc3[nH]c(=O)[nH]c3c2)cc1 | -2
COc1ccc(C(=O)N2CCCC(c3cc(C(=O)NCc4ccccc4)no3)C2)cc1 (stereo not drawn) | -4
CCCCN1C(=O)C(CC(=O)NCc2cccc3ccccc23)CC(C(=O)N2CCCCCC2)=C1C (stereo not drawn) | -7

Overlap with the part before: 2 compounds, followed by the next part.
SMILES | GalR3 antagonist
COc1ccc(C(=O)N2CCCC(c3cc(C(=O)NCc4ccccc4)no3)C2)cc1 (stereo not drawn) | -4
CCCCN1C(=O)C(CC(=O)NCc2cccc3ccccc23)CC(C(=O)N2CCCCCC2)=C1C (stereo not drawn) | -7
COC(=O)N1CCCCC1c1cc(C(=O)Nc2ccc3c(c2)OCO3)no1 (stereo not drawn) | -3
COC(=O)C[C@H]1C[C@H]2c3cc(NC(=O)Cc4ccncc4)ccc3O[C@H]2[C@@H](CO)O1 | -6
CC(=O)[C@H]1CC[C@@H](c2ccccc2)N(S(=O)(=O)c2ccc(C)cc2)C1 | -8
COC1OC2COC(c3ccccc3)OC2C2OC12 (stereo not drawn) | -4
CN(C)c1cc(C(=O)N(C)c2ccccc2)ncn1 | 0
CC(C)Nc1nc(NCCO)nc2ccccc12 | -7
CCOC(=O)[C@]12CCC=C1N(Cc1ccc3c(c1)OCO3)C(=O)[C@H](CC(=O)NCc1cccc3ccccc13)C2 | -6
CCCC(=O)N1CCCC1(C)C(=O)Nc1ccc2nc(C)ccc2c1 (stereo not drawn) | -6
CN(C)c1ccc(-c2ccnc3c2CC(C)(C(=O)Nc2ccc4c(c2)OCO4)O3)cc1 (stereo not drawn) | 4
O=C(N[C@@H](Cc1cccnc1)C(=O)N1CCC[C@H]1C(=O)NCc1ccccc1)c1ccc(Cl)c(Cl)c1 | -6
C[C@]12Cc3ccccc3C1CC1=N[C@@H](c3ccccn3)O[C@@]13C[C@@H]2C(=O)N3C1CCN(Cc2ccccc2)CC1 (stereo partly drawn) | -5
Cn1nc(C(C)(C)C)cc1C(=O)NCC1CCN(C(=O)C(=O)c2cc3ccccc3o2)CC1 | -8
O=C(O)c1ccc(CN2C[C@@H](CO)O[C@@H](n3cnc4c(Nc5ccccc5)ncnc43)C2)cc1 | -5
OC(COCc1ccccc1)COCc1ccccc1 | -5
O=C(Cc1ccccc1)CC(CC(=O)c1ccccc1)c1ccccc1 (stereo not drawn) | -5
C[C@@H]1CCCCO[C@H](CN(C)C(=O)NC2CCCCC2)[C@@H](C)CN([C@H](C)CO)C(=O)c2cc(NC(=O)c3ccccc3)ccc2O1 | -5
CCCC(=O)N1CCCC1(C)C(=O)Nc1ccc(OC(F)F)cc1 (stereo not drawn) | 4
Cc1ccc(NS(=O)(=O)c2cccc(C(=O)NC3CCN(Cc4ccccc4)CC3)c2)c(C)c1 | -9
O=C(NC1CCCCC1)C(C1CC1)n1c(=O)c(-c2ccco2)nc2ccccc21 (stereo not drawn) | -7
O=C1C=CC(=Nc2ccc3c(c2)Cc2cc(F)ccc2-3)O1 | -3
O=C1CC(c2ccc(Cl)cc2)Oc2ccc(Cl)cc21 (stereo not drawn) | -5
Cc1cnc2c(N)cc(C)c(C)c2c1 | -3
CCc1nc2ccc(C(=O)N3CCN(C(=O)c4ccco4)CC3)cn2c1N(C)Cc1nccn1C | -4
O=C1NC(Cc2ccc(O)cc2)c2nc3ccc(F)cc3c(=O)n2-c2cc3ccccc3cc21 (stereo not drawn) | -5
COc1ccc(CNCCS(=O)(=O)NCc2ccc(OC)cc2)cc1 | -1
Cc1cccc(C)c1-n1nnnc1C(CCc1ccccc1)N1CCN(C/C=C/c2ccccc2)CC1 (stereo not drawn) | -6
CCN1C[C@@H]2[C@@H]3C(=O)N(C)C(=O)[C@@H]3[C@](Cc3ccccc3)(C1=O)N2C(=O)c1ccc(F)cc1 | -6
O=[N+]([O-])c1cc2c(cc1Br)-c1ccccc1C2 | -1
O=C1NC[C@@H](CCCCN2C[C@H](Cc3ccc(O)cc3)N(CCc3ccc(O)cc3)C(=O)C2=O)N(Cc2ccccc2)C1=O | -6
CCOC(=O)Nc1cc(N)ncn1 | 2
O=C1CCC(=O)c2ccc3c4c(ccc1c24)CC3 | -6
CCOC(=O)C=Cc1ccc(C(=O)OCC)[nH]1 | -2
COc1cccc(CC(O)CC2c3c(cc4c(c3OC)OCO4)CCN2C)c1 (stereo not drawn) | -12
CCCCC1CC2=C(C(=O)OC(C)(C)O2)C(c2ccc(F)cc2)O1 (stereo not drawn) | -6
CC(C)c1ccc(CC(=O)N2CCC2(C)C(=O)NS(=O)(=O)c2cccc(C#N)c2)cc1 (stereo not drawn) | -7
CN1OC[C@@H]2CN(C(=O)C(C)(C)C)[C@H](c3cccc(Oc4ccccc4)c3)C[C@@H]21 | -1
O=C(NCc1ccccc1C(F)(F)F)c1cccc2c1C(=O)c1ccc(N3CCC(N4CCCCC4)CC3)cc1S2(=O)=O | -1
CCCCN1CCC(=O)C(C(=O)OCC)=C1C(=O)OCC | -3
CCOC(=O)C1=CCN(S(=O)(=O)c2ccccc2Br)C1c1ccc(C)cc1 (stereo not drawn) | -6
CCCNC(=O)C1(C)CCN(C(=O)c2ccc3sccc3c2)C1 (stereo not drawn) | -3
CN(Cc1cccc(F)c1)C(=O)C1CC(=O)N(Cc2ccco2)C1 (stereo not drawn) | -4
CN(c1ccccc1)S(=O)(=O)c1ccc(C(=O)N2CCN(c3ccccc3)CC2)cc1 | -5
CCN1C(=O)[C@H]2[C@H]3CN=C(SCc4ccc(C#N)cc4)N3[C@@](Cc3ccccc3)(C(=O)OC)[C@H]2C1=O | -5
COC(=O)C1=C(\O)CCCC/C=C\1C(=O)O | -2
Cc1noc(C)c1NC(=O)N(C)C[C@@H]1Oc2ncc(Br)cc2C(=O)N([C@@H](C)CO)C[C@@H]1C | -5
C=C1C(=O)[C@]23C[C@H]1CCC2[C@@]1(C)C(C[C@@H]3O)[C@](C)(C(=O)OC)CC[C@@H]1O (stereo partly drawn) | 11
Cc1ccc(CN(C)C(=O)C2CCN(C(=O)Nc3ccccc3)CC2)o1 | -2
COC(=O)CC1CC2(C(=O)OC)c3[nH]c4ccccc4c3CCN2C1=O (stereo not drawn) | 0
COc1ccc(CCC(=O)N2CCN(S(=O)(=O)c3cccs3)CC2)cc1 | -1
Cc1cscc1-c1cc2nc(NCCCN(C)C)n(C)c(=O)c2s1 | -5
O=C(COC(=O)C1CCN(c2ccc(C(F)(F)F)cn2)CC1)NCc1cccc(Cl)c1 | -3
Cc1cc(C)c(C#N)c(OCC2CCCO2)n1 (stereo not drawn) | -3
C=CCNc1cccc2c1S(=O)(=O)N[C@@H](Cc1ccccc1)CO2 | -6
Cn1c2ccccc2c2ccc3c(c21)C(=O)C=CC3=O | -2
CCOC(=O)N1CCN(CC(=O)NC(=O)Nc2ccc3c(c2)OCCO3)CC1 | -4
CC1(c2ccc3c(c2)OCO3)NC(=O)N(CC(=O)Nc2ccccc2)C1=O (stereo not drawn) | -3
COc1ccc(CC(=O)Nc2cc(F)ccc2F)cc1S(=O)(=O)N1CCOCC1 | 0
CCCCNc1cccc2c1S(=O)(=O)N[C@H](Cc1ccccc1)CO2 | -6
COc1cc(OC)cc(C2=Cc3ccccc3C(CC(C)=O)N2c2ccc(C#CC3(N)CCCCC3)cc2)c1 (stereo not drawn) | -1
CSc1ccc(C(O)c2ncc(-c3ccc(F)cc3)[nH]2)cc1 (stereo not drawn) | -8

Going on with the list.
SMILES | GalR3 antagonist
COc1ccc(CN2C(=O)C(CC(=O)NCc3cccc4ccccc34)CC(C(=O)N(C(C)C)C(C)C)=C2C)cc1 (stereo not drawn) | -6
Cc1ccc2c(=O)n3c(nc2c1)C(Cc1ccc(O)cc1)NC(=O)c1cccnc1-3 (stereo not drawn) | -3
COc1ccccc1S(=O)(=O)N(C)C[C@@H]1Oc2cc(C#CCC(C)C)ccc2S(=O)(=O)N([C@H](C)CO)C[C@@H]1C | -2
Cc1ccccc1CN(C)C[C@@H]1OCc2cnnn2CCCC(=O)N([C@@H](C)CO)C[C@H]1C | -5
Nc1ccn([C@@H]2O[C@H](C(=O)N[C@H](CO)Cc3ccccc3)[C@@H](O)[C@H]2O)c(=O)n1 | -5

In the list so far, these contain a Cl atom:
SMILES | GalR3 antagonist
Cc1ccc2nc(-c3cccc(Cl)c3)c(Cc3ccsc3)n2c1 | 0
COc1ccc(C(C)=O)cc1Cn1c(C)c(C(=O)NCc2cccc(Cl)c2)sc1=O | 2
COC(=O)C1=C(C)N(Cc2ccccc2C(F)(F)F)C(=NCc2ccc(OC)cc2)NC1c1cccc(Cl)c1 (stereo not drawn) | -7
CCN(C(=O)CN1C(=O)S/C(=C\c2ccccc2Cl)C1=O)C1CCS(=O)(=O)C1 (stereo not drawn) | 1
Cn1c(N)c(C(=O)COC(=O)Cc2ccc(Cl)cc2)c(=O)n(C)c1=O | -2
Cc1c(Cl)ccc2c(C(O)CBr)cc(-c3ccccc3)nc12 (stereo not drawn) | -3
CC1(C(=O)NS(=O)(=O)c2ccc(Cl)cc2)CCN1C(=O)C1CCCCC1 (stereo not drawn) | -4
O=C(Nc1cccc(Cl)c1)Nc1nnc([C@@H]2C[C@H](O)[C@@H](CO)O2)s1 | -7
O=C(N[C@@H](Cc1cccnc1)C(=O)N1CCC[C@H]1C(=O)NCc1ccccc1)c1ccc(Cl)c(Cl)c1 | -6
O=C1CC(c2ccc(Cl)cc2)Oc2ccc(Cl)cc21 (stereo not drawn) | -5
O=C(COC(=O)C1CCN(c2ccc(C(F)(F)F)cn2)CC1)NCc1cccc(Cl)c1 | -3
